Screening data deposited in PubChem by Broad Institute.
INS-1E GSIS act – GLuc luminescence reporter in INS-1E cells, primary screen for activators of glucose-dependent secretion of insulin | INS-1E GLuc reporter insulin secretion, 2-3 h | activation, % at 16.6 µM | 370,000 tested, 0.61% active | AID 743287;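 active = lowest replicate activation of at least 40%, so every replicate reaches that level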;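 also: 0% = median of neutral control wells and 100% = median of IBMX positive control wells; some compounds called inactive have numbers as strong as hits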
Statin myotox sup – suppression of simvastatin myotoxicity; C2C12 myotubes + simvastatin, ATP luminescence, 48 h; scaled: DMSO 0, geranylgeraniol control 100; rescue of ATP level, % at 7.49 µM; 330,000 tested, 0.78% active; AID 602340;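 active = mean ATP rescue above about 67%, or every replicate alone reaching that limit, limit read from the data, passing the limit was not always enough; inconclusive = no clear call, values can overlap the other calls; inactive = mean under the limit and some replicate under it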;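 also: myotubes were challenged with 10 µM simvastatin during compound exposure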
miR122 inh – miR-122 inhibition in Huh7 cells | Huh7 miR-122 Renilla luciferase sensor, 48 h; neutral wells = 0, positive control = 100 | activation (reporter increase), % at 12.5 µM | 340,000 tested, 0.3% active | AID 602342;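 active = mean replicate activation score at least 90 and every replicate individually at or above 90; inconclusive = only one of the two criteria met; inactive = neither criterion met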;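 also: higher luciferase means less miR-122 activity so hits act as miR-122 inhibitors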
FN deposit inh – fibronectin deposition inhibition; AID 743247; 350,000 tested, 0.086% active; AH1F fibroblasts, Alexa488-fibronectin deposition fluorescence, overnight; inhibition, % at 12.6 µM;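 active = mean inhibition across replicates of 30% or more, regardless of how many single replicates reach that level; inconclusive = mean under 30% yet at least half of replicates reach 30%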;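 also: positive control wells lacked labelled fibronectin entirely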
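Material: AH1F fibroblast monolayer depositing Alexa488-labelled fibronectin into matrix | Input: 10000 AH1F cells/well | Medium: DMEM plus 2% serum, read in PBS | Reagent: Alexa488-fibronectin, 24 nM final in well | Compound dosing: One dose per compound, pinned | Schedule: 1 h adhesion, overnight exposure | Measured by: Fluorescence at 485 nm excitation, 525 nm emission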
CFTR F508del cor – CFTR F508del correction in bronchial cells | CFBE cells, YFP halide quenching; stimulated with forskolin plus potentiator P3; % fluorescence drop versus neutral controls | activity (quench increase), % at 7.58 µM | 350,000 tested, 0.36% active;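 active = mean added fluorescence quench of at least 8% versus neutral control, with both replicates also reaching 8%; inconclusive = only one of the mean or replicate conditions met; inactive = mean below 8% and not both replicates reaching 8%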;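 also: cells transiently co-express mutant CFTR-F508del with the halide-sensitive YFP; corrector assay measuring rescue of mutant channel to the surface after 24 h compound exposure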
PGC1a acetyl inh – modulators of PGC1a acetylation. U2OS PGC1a acetylation, AlphaScreen anti-acetyl-lysine; with virally co-expressed GCN5 acetyltransferase. inhibition, % at 15.6 µM. 350,000 tested, 0.17% active;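 active = every replicate shows inhibition of at least 40%; inconclusive = mean inhibition at least 40% but some replicate below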;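 also: 0% = neutral control wells and 100% = positive control wells; some results beyond the cut were filed as inactive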
PglD inh – blocks C. jejuni PglD acetyltransferase activity; inhibition, % at 12.5 µM; 360,000 tested, 0.098% active; AID 602405; purified PglD enzyme, DTNB colorimetric CoA detection; in the data active = inhibition above about 16%, passing the limit was not always enough; inconclusive = no clear call, values can overlap the other calls; also: strong numbers were not always called active
Cneo AK release – Cryptococcus neoformans lysis via adenylate kinase release. C. neoformans lysis, adenylate kinase release luminescence, 4 h; normalised: neutral wells 0, clomiphene wells 100. lysis activity, % at 15 µM. 360,000 tested, 0.2% active;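 active = mean lysis activity across replicates of at least 80%, whatever share of replicates individually reach that level; inactive = mean lysis activity below 80%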
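read-out = cell lysis signal | test system = log-phase Cryptococcus neoformans yeast cells | input = cells at 5 × 10^6 per mL | medium = fresh YPD growth medium | signal = luminescent adenylate kinase detection reagent | timing = 4 h at 37 °C static, read 1 h later | dosing = single dose | controls = Clomiphene as positive lysis control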
* = called active by the depositor; ? = inconclusive; . = no result given; [ ] = dose if it differs, or a comment.

compound	FN deposit inh	Statin myotox sup	Cneo AK release	PglD inh	CFTR F508del cor	miR122 inh	INS-1E GSIS act	PGC1a acetyl inh
COCOCCn1cc(CN2CCS(=O)(=O)N(Cc3ccc(-c4ccccc4)cc3)C(CC(C)C)C2=O)nn1 (stereo unspecified)	3	-11	-1	1	1.2	-6	-15	.
CCOC(=O)N1CCN(C(c2cccc(OC)c2)c2sc3nc(C)nn3c2O)CC1 (stereo unspecified)	.	24	0	3	.	7	.	-9
CCOc1ccc(OCCC(=O)NNC(=O)c2nn(C)c(=O)c3ccccc23)cc1	.	0	-2	-8	1.2	.	13	10
Cc1ccc(NC(=O)CSc2nc(CSc3ccc(C)cc3)cc(=O)[nH]2)cc1	2	.	.	.	-1.2	.	-4	6
Cc1ccc(S(=O)(=O)Nc2ccc3c(c2)C(=O)N([C@H](C)CO)C[C@@H](C)[C@@H](CN(C)Cc2ccncc2)O3)cc1	.	29	-1	-2	0.8	38[16.7 µM]	19	1
O=C(CCNC(=O)c1ccc([N+](=O)[O-])cc1)Nc1cc(Cl)ccc1N1CCOCC1	-15	-3	-4	3	2.1	.	-5	1
C[C@@H]1CN([C@H](C)CO)C(=O)c2cc(NC(=O)C3CC3)ccc2O[C@H]1CN(C)Cc1ccc(Cl)c(Cl)c1	-6	11	8	-1	-2.2	2[16.7 µM]	-11	-7
OCc1nc2ccccc2n1CCCc1ccccc1	10	0	3	-5	-0.9	-4	13	-4
Cc1ccsc1/C=C/c1ccc2cccc(O)c2n1	.	.	-11	-1	.	13	.	-2
CCOc1ccc(-c2nnc(NC(=O)C3CCCC3)o2)cc1	1	1	-1	1	0.1	.	-3	.
COC(=O)c1ccc(NC(=O)CCN2C(=O)C3C4CCC(C4)C3C2=O)cc1 (stereo unspecified)	-1	6	-1	-1	0.6	-3	1	-5
O=C(O)CCC(=O)N1CCc2cc(S(=O)(=O)N3CCC(Cc4ccccc4)CC3)ccc21	3	29	-2	-1	0.1	5	7	8
COc1cccc(CC2(CO)CCCN(Cc3ccccc3Cl)C2)c1 (stereo unspecified)	2	18	3	0	.	0	.	-4
Cc1cc(C(=O)COC(=O)CNC(=O)c2ccc(Cl)c(Cl)c2)c(C)n1Cc1ccco1	-4	0	2	-2	-2.7	-1	-1	.
CCCCOC(=O)CCCN1C(=O)/C(=C2\SC(=S)N(CCCC(=O)OCCCC)C2=O)SC1=S	-7	.	0	-3	-1.8	1	8	5
O=C(NCCc1ccncc1)[C@H]1[C@H](CO)[C@H]2Cn3c(ccc(-c4cccnc4)c3=O)[C@H]2N1C(=O)C1CC1	.	-8	-4	0	0.6	-3[16.7 µM]	13	.
COc1ccc(C)cc1NC(=O)CCS(=O)(=O)c1ccc2c(c1)oc(=O)n2C	5	0	.	.	-1.7	-4	8	1
O=C(Nc1ccc(Cl)c(Cl)c1)N[C@H]1CC[C@H](CCn2cc(C3CCCC3)nn2)O[C@H]1CO	4	.	.	.	2.8	.	-5	11
CCOC(=O)CSc1nnc(CNC(=O)c2cc(OC)c(OC)c(OC)c2)n1C	.	.	.	.	0.7	-9	-4	16
Cc1ccc(-c2ccc([C@@H]3[C@@H](CO)N4CCCCN(C(=O)c5ccc(F)cc5)C[C@H]34)cc2)cc1	.	-6	0	5	1.4	2[16.7 µM]	-8	-2
CC(C)c1ccc(N(CC(=O)NC2CCCCC2)C(=O)CCC(=O)Nc2ccccn2)cc1	1	-36	-1	4	-3.6	-3	2	2
CC1CC(C)(C)NC(=S)N1CCC(=O)NCCc1ccc(Cl)cc1 (stereo unspecified)	.	-7	0	4	-2.2	-5	-2	8
COC(=O)c1c(C)oc(C)c1S(=O)(=O)N(C)C1CCCCC1	9	.	2	2	0.5	5	7	-11
C/C(=N/NS(=O)(=O)c1ccc(C)cc1)c1c(O)c2ccccc2oc1=O	-5	16	-3	-1	2.4	16	-5	5
CCCCc1ccc(NC(=O)C2CCCC2)cc1	-15	.	.	.	-7.3	.	-40	-13
CC(C)(C)NC(=O)c1ccc2c(c1)C(=O)N(Cc1ccco1)C2=O	2	-6	3	0	0.6	-6	-3	-30
CCC(=O)N[C@@H]1C=C[C@H](CC(=O)NCc2ccccc2F)O[C@H]1CO	.	1	-1	-4	0.2	6[16.7 µM]	12	-5
Oc1ccc2ccccc2c1CNc1ccc(Br)cn1	9	15	-8	-3	-0.3	2	-10	.
CO[C@@H](CN(C)Cc1ccc2c(c1)OCO2)[C@@H](C)CN(C(=O)Nc1ccc(F)cc1)[C@H](C)CO	0	16	0	0	-0.9	.	7	-1
O=C1CN(C(=O)c2cc3ccccc3oc2=O)C(c2ccccc2)c2cc(F)ccc2N1 (stereo unspecified)	2	5	0	1	-3.0	-2	0	0
CC1CCN(C(=O)CSCC(=O)Nc2nc(-c3cccs3)cs2)CC1	9	-5	0	0	-2.3	-7	.	-12
CCn1c(=O)cc(OCC(=O)Nc2cc(C)ccn2)c2ccccc21	-3	-6	0	-5	.	-7	.	0
C=CCN1C(=O)c2ccccc2Sc2ccc(C(=O)N3CCN(C)CC3)cc21	.	13	0	-3	.	-2	.	-4
COc1ccc(CN(CCC(c2ccc(F)cc2)C2CCOC(C)(C)C2)C(=O)c2ccco2)cc1 (stereo unspecified)	-6	-3	-2	-1	0.1	-25	-31	-24
CCOc1ccccc1CNCc1ccc(C(=O)O)cc1	-9	.	.	.	-1.4	0	4	7
Nc1nc(Sc2ccc(C(F)(F)F)cn2)n[nH]1	-18	5	-4	2	-3.6	1	5	4
O=C(Nc1ccccc1)C(c1ccccc1)c1ccccc1	-14	16	-5	-5	-1.2	-8	13	.
Cn1cc(CN2CCN(CCO)CC2)c(-c2ccc(Oc3ccccc3)cc2)n1	-4	.	-6	0	-0.1	.	.	-5
C[C@H](CO)N1C[C@H](C)[C@H](CN(C)CC2CCCCC2)Oc2c(NS(=O)(=O)c3ccc(Cl)cc3)cccc2C1=O	4	-13	1	2	-2.0	37[16.7 µM]	3	.
COC(=O)C1CCN(C(=O)c2cc(=O)[nH]c3ccccc23)CC1	5	-2	1	-4	-0.2	-2	-5	.
O=C(C[C@@H]1C[C@H]2c3cc(NS(=O)(=O)c4ccccc4)ccc3O[C@H]2[C@H](CO)O1)N1CCCCC1	-13	-1	-58	-2	-0.8	4[16.7 µM]	-7	20
Cc1noc(C)c1COc1ccccc1C(=O)NCCOc1ccccc1	-8	7	1	-1	-0.8	1	9	.
O=[N+]([O-])c1ccccc1SNc1ccccc1	0	1	-1	4	-0.4	3	-11	-18
C[C@@H](O)C#Cc1ccc2c(c1)O[C@@H](CN(C)Cc1cccnc1)[C@@H](C)CN([C@@H](C)CO)S2(=O)=O	-10	.	-6	-1	2.4	11[16.7 µM]	15	-6
Cc1ccc2c(CN3CCN(Cc4ccccc4)CC3)cc(=O)oc2c1	-1	-4	0	0	1.1	-12	4	11
CCC(=O)N1CCCCN2[C@H](CO)[C@@H](c3ccc(C#Cc4ccccc4)cc3)[C@@H]2C1	.	.	0	-1	-2.4	-8[16.7 µM]	-26	-5
CCC(C)N(CCNC(=O)CC1Oc2ccc(C)cc2NC1=O)C1CCCCC1 (stereo unspecified)	14	-14	-10	-5	3.4	6	5	3
O=C(Cc1ccsc1)Nc1ccc2c(c1)OCO2	-11	5	1	4	-1.2	-3	.	-2
CN1c2ccc(-c3ccccc3F)cc2[C@@H]2[C@@H](CCN2S(=O)(=O)c2ccccc2)[C@@H]1CO	1	-3	1	2	0.4	17[16.7 µM]	0	8
C[C@H](CO)N1C[C@H](C)[C@H](CN(C)C(=O)Nc2ccc(F)cc2)Oc2ccc(NC(=O)CCCCCC(=O)Nc3ccccc3N)cc2CC1=O	1	2	.	.	-2.8	-2[16.7 µM]	8	-10
O=C(C[C@@H]1C[C@H]2c3cc(NC(=O)NC4CCCCC4)ccc3O[C@H]2[C@@H](CO)O1)NCc1cccnc1	.	-6	7	-1	-3.3	-1[16.7 µM]	10	-2
COc1ccccc1C(=O)NNC(=O)c1ccc(NS(=O)(=O)c2cccs2)cc1	4	.	2	7	1.9	0	10	0
O=S(=O)(c1ccc(Br)cc1)N1CCC2(CC1)OCCO2	-9	5	1	-4	-0.4	2	.	.
CN(C)c1ccc(S(=O)(=O)NCC(=O)NCCOc2ccccc2F)cc1[N+](=O)[O-]	-5	15	-7	4	3.3	.	-4	.
CN(C)CCNc1oc(-c2ccccc2Cl)nc1S(=O)(=O)c1ccccc1	-2	-24	-1	4	2.5	-8	.	-9
COc1ccc2[nH]c(=O)c(CN(C(=O)c3ccccn3)c3ccccc3)cc2c1	.	19	-7	-4	.	-3	.	-4
CC(=O)N(C)C[C@@H]1Oc2cc(-c3ccccc3F)ccc2S(=O)(=O)N([C@H](C)CO)C[C@H]1C	1	-33	0	-1	-1.8	-8[16.7 µM]	5	9
Cc1ccc(S(=O)(=O)Nc2ccc3c(c2)C(=O)N([C@H](C)CO)C[C@H](C)[C@H](CN(C)C(=O)Nc2ccc(F)cc2)OCCCC[C@@H](C)O3)cc1	-14	.	-5	-4	-2.9	8[16.7 µM]	23	1
COC(=O)C[C@@H]1CC[C@@H]2[C@@H](COc3ccc(NC(=O)C4CC4)cc3C(=O)N2C)O1	-3	-5	-1	5	-3.2	2[16.7 µM]	2	-4
COc1ccc(-c2coc3c(C(=O)NCC(C)C)cccc23)c(C)c1	8	?	-1	-8	0.2	2	0	-23

(list continues)
compound	FN deposit inh	Statin myotox sup	Cneo AK release	PglD inh	CFTR F508del cor	miR122 inh	INS-1E GSIS act	PGC1a acetyl inh
COc1ccc(-c2oc3ccc(-c4ccc5c(c4)OCO5)cc3c2-c2ccc(OC)nc2)cc1	11	-3	0	-6	0.1	0	6	.
COCCn1nnnc1C(c1ccc(OC)c(OC)c1)N1CCc2ccccc21 (stereo unspecified)	.	4	0	1	0.4	.	26	3
CC(C)NC(=O)N1[C@H](CO)[C@@H]2c3ccccc3N(C(=O)c3ccncc3)C[C@@H]21	.	33	14	-3	-2.1	3[16.7 µM]	10	-3
CCOC(=O)/C=C/C(=O)N1CCc2ccccc21	.	.	-14	1	.	11	3	.
O=C(NCCCn1ccnc1)C(=O)NCC1OCCN1S(=O)(=O)c1ccc(Cl)cc1 (stereo unspecified)	-5	-16	-3	-3	-3.2	3	.	6
COc1cc(Nc2nnc(C)s2)c(Cl)cc1Cl	3	10	-2	3	.	3	.	-23
O=C(C1CCCO1)N1CCN(C(=O)C23CC4CC(CC(C4)C2)C3)CC1 (stereo unspecified)	.	3	3	0	0.4	-3	-4	3
COc1ccccc1NC(=O)CSc1ccc(-c2ccc(-n3cccn3)cc2)nn1	-10	-19	-1	0	2.0	-1	-10	.
C[C@H](CO)N1C[C@H](C)[C@H](CN(C)Cc2ccc(Cl)c(Cl)c2)Oc2c(NC(=O)C3CC3)cccc2C1=O	.	21	0	4	-2.8	52[16.7 µM]	1	-3
Cc1cc(NC(=O)CSc2nc3ccsc3c(=O)n2CCCC(=O)NCCc2ccccc2)no1	14	.	.	.	0.4	.	-1	-14
